Eya2 phos inh: inhibitors of human Eya2 phosphatase activity; O00167; recombinant Eya2, OMFP fluorescence dephosphorylation (OMFP is methylfluorescein phosphate); Potency, µM (doses to about 76.9 µM), inactives show top-dose activity, negative = inhibition, most hits filed as inhibitors; hit rate 0.006% among 330,000; AID 488837; further: potency means the concentration at half of the fitted maximal effect; on the % scale 0 is the no-effect control and ±100 the full control effect
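Eya2 protein (added as 0.2 uM solution) was preincubated with compound for 10 min at ambient temperature in 50 mM HEPES pH 7.5, 50 mM NaCl, 5 uM MgCl2, 0.05% BSA, 1 mM DTT. OMFP (added at 50 uM) then reacted 10 min; fluorescence read at 485/525 nm.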
USP2a block: USP2a (human) protease inhibition. O75604. Potency, µM (highest dose often 38.3 µM), for inactives: top-dose activity change, negative = inhibition, usual class: inhibitors. USP2 core, Ub-CHOP2 coupled fluorogenic reporter, 485/531. hit rate 0.01% among 330,000;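 further: potency means the concentration at half of the fitted maximal effect; plate controls were DMSO wells for no effect and full inhibition by NEM control for full effect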
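Deubiquitinase activity read as fluorescence (485/531 nm) after Ub-CHOP2 cleavage activates the enterokinase reporter on its substrate; USP2 core 10nM, Ub-CHOP2 and substrate 25nM each, 30min compound preincubation then 60min RT; data normalized to NEM, curves fitted.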
ASM inhibitor: human S-ASM enzyme inhibition. Potency, µM (series often up to 57.5 µM), for inactives: at the highest dose activity change, negative = inhibition, hits mostly inhibitors. hit rate 0.006% among 340,000. P17405. AID 504937. placental ASM, HMU-PC fluorogenic substrate, 60 min; further: potency means the concentration at half of the fitted maximal effect
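Fluorogenic HMU-PC substrate (9 uM final) is turned over by placental ASM in 60 min at 37 C after a 10 min compound preincubation. Reaction ended by alkaline stop (pH 10), with fluorescence read at 386/447 nm.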
MBNL1 CUG block: blocks human MBNL1 binding to CUG repeat RNA | hit rate 0.036% among 280,000 | Q9NR56 | AID 2675 | TR-FRET MBNL1-His/biotin-(CUG)12 binding, 665/545 ratio | Potency, µM (doses to about 57.5 µM), for the others: at the top dose activity change, negative = inhibition, hits mostly inhibitors; active means well fitted inhibition curve with a large enough effect in the signal ratio, with a control signal flat, not every such curve was filed as active; inconclusive means small, poorly fitted or top-dose-only effect, or effect the other way, or a change in a side signal; inactive means no such curve, though single readings can be large or run the other way; the % refers to the signal ratio; further: potency means the concentration at half of the fitted maximal effect; on the % scale 0 is the no-effect control and ±100 the full control effect
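TR-FRET between His-tagged MBNL1 and biotin-(CUG)12 RNA, detected with Tb anti-His antibody (0.055 ng/ul) and streptavidin-XL665 (5 nM), 60 min at room temperature. Compounds titrated 92 nM to 58 uM; 665/545 nm ratio normalized to buffer and complex controls.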
PKM2 act: PKM2 (human) enzyme activation; Potency, µM (series often up to 57.5 µM), for the others: at the top dose activation, actives largely listed as activators; P14618; purified PKM2, Kinase-Glo ATP luminescence, activation; response scale: 0% is enzyme alone, no compound; hit rate 0.34% among 260,000; further: potency means the concentration at half of the fitted maximal effect; on the % scale 0 is the no-effect control and ±100 the full control effect; nearly all actives have a fitted effect of over 55% in size
Target sequence (P14618 whole entry, looked up): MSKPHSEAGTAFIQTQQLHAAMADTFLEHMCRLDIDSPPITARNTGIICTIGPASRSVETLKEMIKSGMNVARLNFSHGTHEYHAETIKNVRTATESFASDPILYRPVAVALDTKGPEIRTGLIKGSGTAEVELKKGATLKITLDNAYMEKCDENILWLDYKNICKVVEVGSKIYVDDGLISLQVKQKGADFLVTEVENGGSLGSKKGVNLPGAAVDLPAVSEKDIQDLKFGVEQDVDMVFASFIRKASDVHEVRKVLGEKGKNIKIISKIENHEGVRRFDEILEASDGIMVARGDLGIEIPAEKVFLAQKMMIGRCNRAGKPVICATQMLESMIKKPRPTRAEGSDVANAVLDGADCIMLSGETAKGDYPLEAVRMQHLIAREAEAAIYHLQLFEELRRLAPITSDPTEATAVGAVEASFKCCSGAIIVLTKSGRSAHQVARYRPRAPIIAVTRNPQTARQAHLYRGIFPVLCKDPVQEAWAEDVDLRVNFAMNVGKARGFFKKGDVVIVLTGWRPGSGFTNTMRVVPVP
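hPK-M2, >95% pure; 0.1 mM ADP / 0.5 mM PEP final; imidazole pH7.2 buffer w/ 7 mM MgCl2, 50 mM KCl; 1 h RT; Kinase-Glo lum. Intermediate enzyme activity for dual inhibitor/activator qHTS.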
TSHR antagonist: blocks TSH signaling through the human TSH receptor | activity change, negative = inhibition, % at 11.5 µM | hit rate 0.2% among 330,000 | TSHR-expressing cells, TSH-stimulated cAMP HTRF, 2 h; stronger effect = lower value | AID 504810;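 active means activity change below a set negative limit, meaning inhibition stronger than a set level, cut at about -70% in these data; inconclusive means activity change between two set negative limits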; further: on the % scale 0 is the no-effect control and ±100 the full control effect
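TSHR-expressing cells, 200/well, pre-treated with compound, then stimulated with EC80 TSH (4nM final) for 2 hours at 37 deg C. cAMP measured by competitive HTRF: anti-cAMP cryptate antibody in lysis buffer plus cAMP-d2, read after 30 minutes at room temperature.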
GALK inh: blocks human galactokinase activity; Purified GALK, Kinase-Glo residual ATP luminescence; Potency, µM (highest dose often 57.5 µM), for inactives: at the highest dose activity change, negative = inhibition, hits mostly inhibitors; hit rate 0.007% among 270,000; further: potency means the concentration at half of the fitted maximal effect; on the % scale 0 is the no-effect control and ±100 the full control effect
Target sequence (P51570 whole entry, looked up): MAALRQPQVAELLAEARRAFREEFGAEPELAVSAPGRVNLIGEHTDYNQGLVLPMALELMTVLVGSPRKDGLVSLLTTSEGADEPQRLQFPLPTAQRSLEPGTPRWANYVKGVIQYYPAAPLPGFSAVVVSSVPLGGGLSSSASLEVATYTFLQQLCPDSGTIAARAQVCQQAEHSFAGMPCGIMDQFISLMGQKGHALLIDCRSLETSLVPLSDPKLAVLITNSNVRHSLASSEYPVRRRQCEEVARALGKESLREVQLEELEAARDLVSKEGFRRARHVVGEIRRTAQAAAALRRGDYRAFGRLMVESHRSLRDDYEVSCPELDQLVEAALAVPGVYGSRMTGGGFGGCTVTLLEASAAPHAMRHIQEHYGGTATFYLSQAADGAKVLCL
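Kinase-Glo Plus luminescence measured ATP left after a 1 h room-temperature reaction. The reaction used 5 nM GALK, 100 uM galactose and 35 uM ATP at pH 8.0 (20 mM HEPES, 5 mM MgCl2, 60 mM NaCl, 1 mM DTT, 0.01% BSA).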
BCR signal inh: blocks chronic active B-cell receptor signaling; ABC-DLBCL IkBa-CBG/CBR reporter, luminescence ratio, 4 h; Potency, µM (doses to about 46.1 µM), without a hit: at the top dose ratio change, negative = lower green/red ratio, actives largely listed as inhibitors; hit rate 0.05% among 340,000; active means well fitted inhibition curve with a large enough effect in the signal ratio, with a control signal flat, not every such curve was filed as active; inconclusive means small, poorly fitted or top-dose-only effect, or effect the other way, or a change in a side signal; the % refers to the signal ratio;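 further: potency means the concentration at half of the fitted maximal effect; plate controls were basal doxycycline-induced cells for no effect and cells given 10 µM MG132 for full effect; MG132 reads +100%, hits lower the ratio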
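Concentration-response series (up to 46 uM) were applied to TMD8 dual-reporter cells for 4 h at 37C with doxycycline. Green/red ratio, after filter-overlap correction, defined %Activity; red signal alone was normalised to basal cells and zero luminescence.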
Mito fusion act: mitochondrial division inhibition or fusion activation | S. cerevisiae fusion-defective mutant growth rescue, CellTiterGlo 48 h | Potency, µM (series often up to 46.1 µM), without a hit: at the top dose growth rescue (activation), most hits filed as activators | hit rate 0.23% among 320,000;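 further: potency means the concentration at half of the fitted maximal effect; % of control where 0% means no effect; nearly all actives have a fitted effect of over 45% in size; temperature-sensitive fusion mutants such as fzo1-1 at 37 °C on non-fermentable ethanol glycerol medium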
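Compounds are tested for their ability to restore growth of mitochondrial fusion-defective yeast strains at non-permissive 37C in YPEG medium over 48 hours. Viability is quantified by luciferase luminescence.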
Menin-MLL TR inh: menin-MLL binding inhibition, Texas Red mutant peptide | O00255 | Menin + Texas Red MLL mutant peptide, fluorescence polarization | Potency, µM (titrated, usually from 61.6 µM), for the others: at the highest dose FP activity change, negative = inhibition, hits mostly inhibitors | hit rate 0.23% among 270,000 | AID 1768; active means well fitted inhibition curve with a large enough effect in the polarisation, with a control signal flat, not every such curve was filed as active; inconclusive means small, poorly fitted or top-dose-only effect, or effect the other way, or a change in a side signal; inactive means no such curve, though single readings can be large or run the other way; the % refers to the polarisation; further: potency means the concentration at half of the fitted maximal effect; % of control where 0% means no effect; many of its hits are not listed in these tables
KCNH2 WT inh: KCNH2 (human, wildtype) channel inhibition | hit rate 0.37% among 340,000 | activity change, % at 1.84 µM | U2OS, BacMam KCNH2, thallium flux FluxOr; stronger effect = lower value | Q12809;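 active means maximum activity change below -70%; inconclusive means maximum activity change between -70% and -50%; inactive means maximum activity change above -50%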; further: on the % scale 0 is the no-effect control and ±100 the full control effect
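U2OS cells were transduced with wild-type KCNH2 virus (2.03 x 10^8 / mL) for 4 h at room temperature, then cultured overnight at 37 C. Thallium flux was read with FluxOr dye. Rate constants were normalized to DMSO controls.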
An asterisk follows results filed as active; i = inactive; ? = inconclusive; . = not tested or not shown; [ ] = dose if it differs, or a comment. Unless noted, the call rests on the fitted dose curve; in most records, active means well fitted curve in the direction sought with a large enough effect; inconclusive means small, poorly fitted or top-dose-only effect, or another doubt; inactive means no such curve, though single readings can be large; an effect the other way counts as inactive or inconclusive.

SMILES	Eya2 phos inh	USP2a block	ASM inhibitor	MBNL1 CUG block	PKM2 act	TSHR antagonist	GALK inh	BCR signal inh	Mito fusion act	Menin-MLL TR inh	KCNH2 WT inh
S=C(NCc1ccco1)N/N=C/c1cccnc1	3%	3%	3%	10%	3%	-4	0%	-1%	-4%	.	-1
O=C(COC(=O)CCc1c[nH]c(=O)[nH]1)Nc1cccc(Cl)c1	1%	2%	-1%	1%	-6%	6	1%	5%	-6%	-7%	-15
Cc1nc(Cc2nnc(SC(C)C(=O)N3c4ccccc4NC(=O)C3(C)C)o2)cs1 (stereo not drawn)	4%	2%	3%	.	.	1	.	?	-1%	.	-11
Cc1cc(NC(=O)c2ccccc2C)n(-c2cccc(F)c2)n1	2%	-2%	0%	-5%	.	8	0%	5%	2%	11%	-6
Cc1ccc(C)c(NC(=O)C2CCN(C(=O)c3cccs3)CC2)c1	5%	-2%	0%	2%	-3%	1	-1%	?	-2%	3%	5
COC(=O)COc1ccc(-n2cnnn2)cc1	2%	0%	3%	0%	-11%	-2	-1%	0%	12%	-20%	5
O=C(CN1CCN(Cc2ccc(F)cc2Cl)C1=O)NCc1cccs1	-20%	-1%	-5%	3%	-7%	5	-1%	?	12%	-11%	-1
Cc1ccc(NC(=O)CN(C)C(=O)CSc2nnc(C)s2)cc1	-3%	1%	1%	.	.	5	.	-1%	.	.	1
Cc1[nH]c2ccc(F)cc2c1CCN(Cc1ccncc1)C(=S)Nc1ccccc1	-3%	0%	-7%	-4%	-2%	-2	6%	?	3%	-6%	-41
Cc1ccc(N=C2NC(=O)S/C2=C\c2ccco2)cc1	-1%	1%	-4%	20%	3%	-12	0%	?	1%	?	17
Cc1ccccc1-n1ncc(C(C)NC(=O)c2ccccc2)c1C (stereo not drawn)	6%	-1%	-1%	-4%	-34%	32	-2%	-3%	9%	?	.
COc1ccc(C(CNC(=O)c2ccc(OCc3ccccc3)cc2)N2CCOCC2)cc1 (stereo not drawn)	-1%	3%	0%	.	.	-9	.	-1%	0%	.	1
CCc1cc(C(=O)N2CCCC(C(=O)c3ccc(Cl)cc3)C2)no1 (stereo not drawn)	-4%	3%	-1%	-3%	2%[0.46 µM]	4	4%	5%	6%	-9%	-4
COc1ccccc1NC(=O)Cn1cc(C(=O)C(=O)N2CCOCC2)c2ccccc21	-5%	2%	-1%	33%[activator]	-2%	7	-2%	-1%	1%	.	-5
OC[C@@H]1[C@@H](c2ccccc2)C(c2cccc(Cl)c2)=NN1c1ccccc1	-4%	-13%	i	.	.	5	.	?	.	?	-4
O=C(COC(=O)c1cccc(Br)c1)NCCC1=CCCCC1	7%	1%	-2%	-4%	-2%	-7	7%	8%	26%	-2%	-6
O=C(c1ccc(Cl)c(S(=O)(=O)NCc2ccco2)c1)N1CCN(c2ccccc2F)CC1	7%	1%	-6%	11%	1%	-3	0%	0%	-3%	0%	-6
CN(C)C(=O)NC(Nc1cccc([N+](=O)[O-])c1)C(Cl)(Cl)Cl (stereo not drawn)	5%	6%	2%	?	10%	10	-2%	0%	9%	11%	1
O=[N+]([O-])c1ccc(C2=Nn3cnnc3SC2)cc1	3%	-3%	4%	?	?	6	.	-16%	2%	.	-5
Fc1ccc(CN2CCN(c3ncccn3)CC2)c(F)c1	9%	0%	2%	-6%	-1%	15	4%	-2%	3%	7%	-3
Cc1c(OCc2nn[nH]n2)ccc2c3c(c(=O)oc12)CCCC3	3%	0%	18%	2%	0%	-6	-4%	3%	0%	11%	5
CCOC(=O)c1c(/N=C/C2=C(O)CCCC2=O)sc2c1CCCC2	3%	8%	4%	8%	7%	0	0%	2%	0%	.	-1
OCCNc1ncnc2c1nnn2Cc1ccccc1	-1%	2%	12%	-2%	?	-2	0%	0%	0%	0%	-14
COC(=O)C1CCN(C(=O)COc2ccc(N(C)S(=O)(=O)c3ccc(C)cc3)cc2)CC1	6%	3%	2%	.	.	-14	.	0%	1%	.	-2
Cc1nn(CCOc2ccccc2)c(=O)n1-c1cccc(F)c1	-9%	1%	4%	20%	3%	4	2%	2%	-1%	-13%	20
Going on with the list.
SMILES	Eya2 phos inh	USP2a block	ASM inhibitor	MBNL1 CUG block	PKM2 act	TSHR antagonist	GALK inh	BCR signal inh	Mito fusion act	Menin-MLL TR inh	KCNH2 WT inh
COc1ccc(S(=O)(=O)N2CCN(C(=O)c3cc(-c4ccccc4OC)n[nH]3)CC2)cc1	0%	-1%	-3%	-16%	13%	-14	.	?	-1%	6%	-3
O=C(Nc1ccn(Cc2ccccc2F)n1)c1ccc(COc2ccc(Cl)cc2Cl)o1	11%	1%	-8%	4%	2%	-12	3%	-1%	0%	17%	-22
Cc1ccc(S(=O)(=O)N2CCC(C(=O)Nc3nnc(-c4ccco4)s3)CC2)cc1	-7%	-1%	-5%	9%	-2%	-9	-3%	-10%	-1%	-20%	6
COc1ccccc1CN(C)C(C)C(=O)Nc1cccc(C(C)=O)c1 (stereo not drawn)	7%	4%	-3%	-6%	0%	1	0%	?	-4%	-3%	28
CCSc1ccccc1C(=O)Nc1ccc([N+](=O)[O-])cc1OC	-9%	-3%	-6%	?	?	-7	0%	2%	?	9%	3
CCN1CCN(c2nc3c(c(=O)[nH]c(=O)n3C)n2Cc2ccccc2F)CC1	1%	2%	0%	-3%	1%	8	-7%	?	3%	-1%	-14
O=C(c1ccc(NS(=O)(=O)c2ccc3[nH]c(=O)[nH]c3c2)cc1)N1CCCC(C(F)(F)F)C1 (stereo not drawn)	17%	0%	-2%	.	.	5	.	5%	-1%	.	-2
CCOC(=O)N1CCN(S(=O)(=O)c2ccc(-n3cnnn3)cc2)CC1	2%	4%	2%	-3%	.	7	7%	1%	14%	.	3
CCOc1cc2c3c(c1)C(C)=CC(C)(C)N3C(=O)C2=O	8%	-2%	-3%	21%	2%	3	4%	?	2%[9.22 µM]	-18%	-2
COc1cccc(/C=C2/SC(=S)N(CC(=O)NC3C=CS(=O)(=O)C3)C2=O)c1 (stereo not drawn)	8%	3%	?	?	.	-2	-7%	?	-2%	15%	-11
Clc1ccc(OCCCCN2CCc3ccccc3C2)cc1	-5%	2%	-2%	2%	-2%	0	3%	?	10%	?	-9
CC1Cc2ccccc2N1C(=O)CCn1cccn1 (stereo not drawn)	-10%	-1%	5%	-8%	.	11	-2%	2%	-11%	7%	-11
Nc1c(C(=O)N2CCOCC2)oc2ccccc12	-2%	2%	5%	5%	.	1	7%	?	0%	.	5
O=C(c1cc2nc(-c3ccco3)cc(C(F)(F)F)n2n1)N1CCN(c2ccccc2)CC1	-24%	2%	0%	7%	10%	-12	0%	?	23%	1%	-1
N#Cc1ccsc1NC(=O)COC(=O)C1=NNC(=O)CC1	3%	0%	4%	.	.	-2	.	?	-1%	.	2
Cc1cc(C)cc(N2C(=O)C3C4C=CC(C4)C3C2=O)c1 (stereo not drawn)	11%	1%	-2%	0%	0%	1	0%	4%	3%	1%	6
Cc1ccc(C)c(S(=O)(=O)N2CCCC2CNC(=O)C(=O)NCCN2CCOCC2)c1 (stereo not drawn)	-23%	-2%	4%	.	.	8	.	0%	3%	.	3
COc1ccc(NC(=O)NCc2ccc(Cl)cc2)cc1	-5%	0%	0%	-1%	-6%	-1	-8%	0%	-2%	.	-14
CC(c1ccccc1)n1cc(C(=O)NCc2cccnc2)nn1 (stereo not drawn)	34%	1%	6%	15%	-3%	-2	-1%	13%	0%	0%	-5
CCOC(=O)c1cc(CC)sc1NC(=O)CC1SC(N)=NC1=O (stereo not drawn)	0%	1%	1%	-3%	7%	8	2%	?	0%	2%	.

Source: PubChem BioAssay

Some of the compounds tested; rates above refer to the full screens.
